# Screens: PubChem, several laboratories
# DAGLB inhibitor – blocks human DAGLB lipase activity | HEK293T DAGLB membrane lysate, EnzChek fluorogenic substrate | Q8NCG7 | AID 504411 | inhibition, % at 5.17 µM | hit rate 0.059% among 340,000; in the data active = inhibition above about 34%;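 note: 0% = enzyme with vehicle and 100% = wells lacking enzyme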
# Target sequence (Q8NCG7 whole entry, looked up): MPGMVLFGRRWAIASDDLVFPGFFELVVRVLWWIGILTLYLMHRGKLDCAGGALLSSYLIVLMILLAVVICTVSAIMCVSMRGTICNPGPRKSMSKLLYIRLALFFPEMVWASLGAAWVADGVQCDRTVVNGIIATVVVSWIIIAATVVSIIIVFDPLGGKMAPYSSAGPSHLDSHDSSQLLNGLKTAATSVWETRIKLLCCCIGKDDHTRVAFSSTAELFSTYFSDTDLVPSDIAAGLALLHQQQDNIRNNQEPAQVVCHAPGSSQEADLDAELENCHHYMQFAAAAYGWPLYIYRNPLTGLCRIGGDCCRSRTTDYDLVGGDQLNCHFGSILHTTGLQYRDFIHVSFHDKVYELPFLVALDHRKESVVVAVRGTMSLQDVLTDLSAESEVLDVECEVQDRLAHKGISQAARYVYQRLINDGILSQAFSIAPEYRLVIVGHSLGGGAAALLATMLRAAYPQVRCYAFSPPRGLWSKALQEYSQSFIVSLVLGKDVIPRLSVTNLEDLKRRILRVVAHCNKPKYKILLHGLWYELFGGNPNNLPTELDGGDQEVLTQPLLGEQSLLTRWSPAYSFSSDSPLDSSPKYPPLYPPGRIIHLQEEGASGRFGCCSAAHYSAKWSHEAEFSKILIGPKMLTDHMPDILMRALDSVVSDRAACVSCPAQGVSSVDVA
# V-ATPase pHluor – alters yeast V-ATPase proton transport; S. cerevisiae, pHLuorin cytosolic pH fluorescence; response, % at 10 µM; hit rate 0.37% among 350,000; AID 504577; in the data active = response mostly above about 7.3%, no sharp cut-off; inactive = mostly below about 5.4%; note: actives read high; inactives centre near 0; some compounds called inactive have numbers as strong as hits; reference of the scale not given here
# Arr AP2 block – human beta-arrestin and AP2 interaction inhibition. FITC-arrestin peptide / GST-AP2 beads, flow cytometry; AP2 beta2 appendage carries R879A mutation. inhibition, % at 10 µM. hit rate 0.31% among 340,000;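 active = inhibition above a set limit, near 3 SD of compounds lacking own fluorescence, cut at about 54% in these data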;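 note: plate controls were DMSO wells for no effect and 5 µM unlabelled arrestin peptide for full effect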
#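 system = GST-tagged AP2 beta2-adaptin appendage (R879A) on 4 µm glutathione beads | reagent = FITC-labelled arrestin peptide probe, 50 nM final | schedule = compound with beads 12 min RT, then probe 1 h RT | signal = HyperCyt-sampled flow cytometry, FL1 channel, ex 488/em 535 nm | read-out = percent response from loss of bead-bound FITC fluorescence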
# Pemphigus Ab inh – human desmoglein-3 autoantibody binding inhibition; P32926; DSG3-coupled beads, scFv-anti-DSG3-GFP binding, flow cytometry; active compounds read low; binding (percent of control), % at 10 µM; hit rate 0.48% among 310,000;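 active = binding more than 3 SD below its plate's average and above zero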;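 note: hits lower antibody fragment binding to DSG3; some compounds called inactive have numbers as strong as hits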
# Active calls of the source: *; / = not tested or not shown. Not all compounds are listed, so the mix of outcomes need not match the whole.
1) C[C@H](CO)N1C[C@H](C)[C@@H](CN(C)S(=O)(=O)c2ccc3ccccc3c2)OCc2cn(nn2)CCCC1=O
2) C[C@H]1CN([C@@H](C)CO)C(=O)c2cc(C3=CCCC3)cnc2O[C@@H]1CN(C)C(=O)c1ccncc1
3) Cc1ccc([C@H]2C[C@@H](n3cc(-c4ccc(F)cc4)nn3)[C@H](O)CN2C(=O)C2CCCCC2)cc1
4) CC1(C)CC(=O)C=C(c2ccc(-c3ccccc3)cc2)C1=O
5) O=C1NC(=O)C2(CCCc3c([N+](=O)[O-])cccc32)N1 (stereo unspecified)
6) Cc1ccc(S(=O)(=O)N2C[C@H]3[C@H]4C(=O)N(c5ccccc5)C(=O)[C@H]4C[C@H](OC(=O)NC4CCCC4)[C@@]3(O)C2)cc1
Screen / compound no.	1	2	3	4	5	6
DAGLB inhibitor	-4	0	-3	-8	-1	0
V-ATPase pHluor	4	0	-2	1	0	3
Arr AP2 block	/	/	/	/	/	/
Pemphigus Ab inh	98	100	114	102	108	112

7) C[C@@H]1CN([C@@H](C)CO)C(=O)CCCn2nncc2CO[C@@H]1CN(C)C(=O)c1ccncc1
8) CSc1ncnc2c1ncn2CCCNCc1ccc(C)o1
9) CC1=C(C(=O)N(C)C)CC(CC(=O)NC(c2ccccc2)c2ccccc2)C(=O)N1Cc1ccc(C(C)(C)C)cc1 (stereo unspecified)
10) C[C@H]1CN([C@@H](C)CO)C(=O)CCCn2nncc2CO[C@@H]1CN(C)S(=O)(=O)c1ccc(-c2ccccc2)cc1
11) COc1ccc([C@H]2N[C@]3(CCCN(Cc4ccco4)C3=O)[C@H]3C(=O)N(Cc4ccccc4)C(=O)[C@@H]23)cc1
12) O=C1[C@H]2[C@@H](c3ccccc3)N[C@]3(CCCN(Cc4ccco4)C3=O)[C@H]2C(=O)N1Cc1ccccc1
Screen / compound no.	7	8	9	10	11	12
DAGLB inhibitor	4	0	-2	1	-3	-2
V-ATPase pHluor	0	0	1	1	1	1
Arr AP2 block	/	/	/	/	/	/
Pemphigus Ab inh	103	110	107	106	110	103

13) CC(C)C1C(=O)N(Cc2cn(CCC3OCCO3)nn2)CCS(=O)(=O)N1Cc1ccc(-c2ccncc2)cc1 (stereo unspecified)
14) Cc1ccc(Cc2c(-c3ccc(C)cc3)nc3cc(C)ccn23)cc1
15) Nc1ccn([C@@H]2O[C@H](CNCc3cnc(N4CCOCC4)s3)[C@@H](O)[C@H]2O)c(=O)n1
16) CC(C)NC(=O)N(C)C[C@H]1OCc2cnnn2CCCC(=O)N([C@H](C)CO)C[C@@H]1C
17) CC[C@H](C)[C@H]1CNC(=S)N1CC1CCN(CC)CC1
18) COc1ccc([C@H]2C[C@H](n3cc(COC(=O)c4ccccc4)nn3)[C@@H](O)CN2C(=O)c2cccs2)cc1
Screen / compound no.	13	14	15	16	17	18
DAGLB inhibitor	0	-10	-1	-2	-2	-3
V-ATPase pHluor	-2	1	-1	0	-3	-2
Arr AP2 block	/	/	/	/	/	/
Pemphigus Ab inh	103	106	112	104	102	100

19) C[C@H](CO)N1C[C@H](C)[C@@H](CN(C)C(=O)c2cnccn2)Oc2cc(C#CCC3CCCC3)ccc2S1(=O)=O
20) Cc1ccc([C@@H]2C[C@H]3[C@@H](CN2S(=O)(=O)c2ccc(C)cc2)C(=O)C[C@@H](c2ccccc2)N3S(=O)(=O)c2ccc(C)cc2)cc1
21) O=C(Nc1cccc(C(F)(F)F)c1)C1CC(=O)N(Cc2ccco2)C1 (stereo unspecified)
22) COc1ccccc1S(=O)(=O)N(C)C[C@@H]1Oc2cc(C#CCC(C)C)ccc2S(=O)(=O)N([C@H](C)CO)C[C@@H]1C
23) Cc1ccc([C@@H]2CC(=O)[C@@H]3CN(S(=O)(=O)c4ccc(C)cc4)[C@H](c4ccc(Cl)cc4)C[C@@H]3N2S(=O)(=O)c2ccc(Cl)cc2)cc1
24) Cc1noc(C)c1NC(=O)N(C)C[C@H]1OCCCC[C@@H](C)Oc2ccc(NC(=O)c3ccccc3)cc2C(=O)N([C@H](C)CO)C[C@@H]1C
Screen / compound no.	19	20	21	22	23	24
DAGLB inhibitor	-3	-23	-2	-5	-21	-4
V-ATPase pHluor	-3	1	3	1	0	-2
Arr AP2 block	/	/	/	/	/	/
Pemphigus Ab inh	102	95	94	110	98	105

25) CSC[C@H]1CN(CCc2ccccc2)C(=O)[C@@H]1CC(=O)Nc1ccccc1
26) COC(=O)N(C)C[C@@H]1OCc2cnnn2CCCC(=O)N([C@H](C)CO)C[C@H]1C
27) CCCCCC(=O)N1C[C@H](O)[C@@H](n2cc(-c3ccc(F)cc3)nn2)C[C@@H]1c1ccc(Cl)cc1
28) Nc1ccn(CCCN2CCN(Cc3cccc4ccccc34)CC2)c(=O)n1
29) CCC[C@H]1CN(c2ccc(Br)cc2)C(=O)[C@@H]1CC(=O)NC
30) CC(C)CC1C(=O)N(Cc2cn(Cc3ccco3)nn2)CCS(=O)(=O)N1Cc1ccc(-c2ccc(Cl)cc2)cc1 (stereo unspecified)
Screen / compound no.	25	26	27	28	29	30
DAGLB inhibitor	-3	-1	-1	0	2	4
V-ATPase pHluor	0	-2	-2	-2	-1	0
Arr AP2 block	/	/	/	/	/	/
Pemphigus Ab inh	99	97	102	106	111	103

31) COc1ccccc1S(=O)(=O)N(C)C[C@@H]1OCc2cn(nn2)CCCC(=O)N([C@H](C)CO)C[C@H]1C
32) C[C@H](NC(=O)C1CCN(S(=O)(=O)c2ccccc2)CC1)C(=O)NC1CC1
33) C[C@H](NC(=O)c1ncn2c1C(=O)N(C)CC2)C(=O)OC(C)(C)C
34) Cc1ccc(OC(=O)N(C)C[C@@H]2OCc3cn(nn3)CCCC(=O)N([C@H](C)CO)C[C@H]2C)cc1
35) C[C@H]1CN([C@@H](C)CO)S(=O)(=O)c2ccc(-c3cccc(F)c3)cc2O[C@@H]1CN(C)C
36) C[C@@H]1CN([C@H](C)CO)C(=O)c2cc(Br)cnc2O[C@@H]1CN(C)C(=O)Nc1ccccc1
Screen / compound no.	31	32	33	34	35	36
DAGLB inhibitor	0	-2	2	-1	-1	-2
V-ATPase pHluor	1	-2	0	-1	2	0
Arr AP2 block	/	/	/	/	/	/
Pemphigus Ab inh	98	104	101	96	96	97

37) C[C@@H]1CN([C@H](C)CO)C(=O)c2cc(Br)cnc2O[C@@H]1CN(C)C(=O)Nc1cccc(F)c1
38) Cc1ccc(S(=O)(=O)N2C[C@H]3C(=O)C[C@@H](c4cccc(Cl)c4)N(S(=O)(=O)c4ccc(C)cc4)[C@H]3C[C@H]2c2ccccc2)cc1
39) CC(C)CC1C(=O)N(Cc2cn(Cc3ccco3)nn2)CCS(=O)(=O)N1Cc1ccc(-c2cccc(CO)c2)cc1 (stereo unspecified)
40) CCC[C@H]1CN(c2ccccc2)C(=O)[C@@H]1CC(=O)Nc1ccccc1
41) Cc1cn([C@H]2C[C@H](O)[C@@H](CNC(=O)[C@H](N)C3CC3)O2)c(=O)[nH]c1=O
42) C[C@H](CO)N1C[C@H](C)[C@@H](CN(C)Cc2cccc(C(F)(F)F)c2)OCc2cnnn2CCCC1=O
Screen / compound no.	37	38	39	40	41	42
DAGLB inhibitor	0	-10	1	-4	2	-2
V-ATPase pHluor	-1	-1	-1	1	-2	0
Arr AP2 block	/	/	/	/	/	/
Pemphigus Ab inh	107	97	101	103	113	105

# Exported with each value named: 2 of the compounds above.
38) Cc1ccc(S(=O)(=O)N2C[C@H]3C(=O)C[C@@H](c4cccc(Cl)c4)N(S(=O)(=O)c4ccc(C)cc4)[C@H]3C[C@H]2c2ccccc2)cc1
  DAGLB inhibitor = -10; V-ATPase pHluor = -1; Arr AP2 block = /; Pemphigus Ab inh = 97

40) CCC[C@H]1CN(c2ccccc2)C(=O)[C@@H]1CC(=O)Nc1ccccc1
  DAGLB inhibitor = -4; V-ATPase pHluor = 1; Arr AP2 block = /; Pemphigus Ab inh = 103

# Next entries follow:
43) COc1cccc(C#CC2=CC(=O)C[C@H](c3ccc(F)cc3)C2)c1
44) Cc1noc(C)c1NC(=O)N(C)C[C@@H]1OCc2cn(nn2)CCCC(=O)N([C@H](C)CO)C[C@H]1C
45) Cc1ccc(S(=O)(=O)N2CC3(O)CN(C(=O)OC(C)C)N(C(=O)OC(C)C)CC3(OC(=O)NC3CCCC3)C2)cc1 (stereo unspecified)
46) COc1ccc([C@H]2N[C@]3(CCCN(Cc4ccc(C)cc4)C3=O)[C@H]3C(=O)N(Cc4ccccc4)C(=O)[C@@H]23)cc1
47) COc1ccc(NC(=O)Nc2ccc3c(c2)C(=O)N([C@H](C)CO)C[C@@H](C)[C@@H](CN(C)C(=O)C2CCCCC2)OCCCC[C@H](C)O3)cc1
48) CC1=C(C(=O)N(C)C)CC(CC(=O)NCc2cccs2)C(=O)N1CCC1=CCCCC1 (stereo unspecified)
Screen / compound no.	43	44	45	46	47	48
DAGLB inhibitor	-23	-3	2	1	-4	0
V-ATPase pHluor	3	-2	3	-2	-3	-3
Arr AP2 block	/	/	/	/	/	/
Pemphigus Ab inh	110	100	104	108	98	101

49) CSC[C@H]1CN(Cc2cccnc2)C(=O)[C@@H]1CC(=O)Nc1ccc(Br)cc1
50) COc1ccccc1-c1noc2c1C(=O)N(C(=O)OC(C)(C)C)CC2
51) COc1ccc(-c2ccc3[nH]c4c(c3c2)CCN2C(=O)[C@@H]([C@H](C)O)[C@@H](N(C)C(=O)Nc3cc(Cl)cc(Cl)c3)C[C@@H]42)cc1
52) CCSCCCn1[nH]c2ccccc2c1=O
53) C[C@@H]1CN([C@@H](C)CO)S(=O)(=O)c2ccc(-c3cccc(C#N)c3)cc2O[C@@H]1CN(C)C(=O)c1ccc(F)cc1
54) C[C@@H]1CN([C@@H](C)CO)C(=O)c2ccccc2-c2ccccc2CO[C@@H]1CN(C)S(=O)(=O)c1ccc(C(F)(F)F)cc1
Screen / compound no.	49	50	51	52	53	54
DAGLB inhibitor	-2	-1	-2	-1	-1	-5
V-ATPase pHluor	-1	-1	-2	-1	0	2
Arr AP2 block	/	/	/	/	/	/
Pemphigus Ab inh	105	100	104	99	105	104

55) C[C@H]1CN([C@@H](C)CO)C(=O)CCCn2cc(nn2)CO[C@@H]1CN(C)C(=O)Nc1cccc(C(F)(F)F)c1
56) Cc1ccc(S(=O)(=O)N2C[C@H]3[C@H]4C(=O)N(c5ccccc5)C(=O)[C@H]4C[C@H](OC(=O)NCC4CCCCC4)[C@@]3(O)C2)cc1
57) COc1ccc(CN2C(=O)C(CC(=O)NCCCN(C)C)CC(C(=O)N(C(C)C)C(C)C)=C2C)cc1 (stereo unspecified)
58) COc1ccc([C@H]2C[C@@H](n3cc(-c4ccc(F)cc4)nn3)[C@H](O)CN2C(=O)c2cccs2)cc1
59) COCC(=O)N1C[C@H]2CON(C)[C@H]2C[C@H]1c1cccc(-c2ccccc2OC)c1
60) CC(=O)c1ccc(OCc2cn(CC(=O)c3ccc(O)cc3)nn2)c(C)c1
Screen / compound no.	55	56	57	58	59	60
DAGLB inhibitor	1	-1	0	-2	0	-3
V-ATPase pHluor	0	0	0	0	-2	-3
Arr AP2 block	/	/	/	/	/	/
Pemphigus Ab inh	109	109	102	98	100	97

# Single records, as listed above. Order of values: DAGLB inhibitor | V-ATPase pHluor | Arr AP2 block | Pemphigus Ab inh
# COCC(=O)N1C[C@H]2CON(C)[C@H]2C[C@H]1c1cccc(-c2ccccc2OC)c1 is entered as 0 | -2 | / | 100
# Cc1ccc(S(=O)(=O)N2C[C@H]3[C@H]4C(=O)N(c5ccccc5)C(=O)[C@H]4C[C@H](OC(=O)NCC4CCCCC4)[C@@]3(O)C2)cc1 is entered as -1 | 0 | / | 109
# CC(=O)c1ccc(OCc2cn(CC(=O)c3ccc(O)cc3)nn2)c(C)c1 is entered as -3 | -3 | / | 97
# C[C@H]1CN([C@@H](C)CO)C(=O)CCCn2cc(nn2)CO[C@@H]1CN(C)C(=O)Nc1cccc(C(F)(F)F)c1 is entered as 1 | 0 | / | 109
# COc1ccc([C@H]2C[C@@H](n3cc(-c4ccc(F)cc4)nn3)[C@H](O)CN2C(=O)c2cccs2)cc1 is entered as -2 | 0 | / | 98

# Further structures follow:
61) COCOCCn1cc(CN2CCS(=O)(=O)N(Cc3ccc(-c4ccc(F)nc4)cc3)C(C)C2=O)nn1 (stereo unspecified)
62) c1ccc(Sc2ccccn2)cc1
63) O=[N+]([O-])c1ccc(-c2cn3nc(-c4ccccc4)c(-c4ccccc4)nc3n2)cc1
64) Nc1nc(Nc2ccc(Cl)cc2)c(NC=O)c(=O)[nH]1
Screen / compound no.	61	62	63	64
DAGLB inhibitor	-1	/	/	/
V-ATPase pHluor	3	0	-10	4
Arr AP2 block	/	28	39	3
Pemphigus Ab inh	102	96	89	104
